# High-throughput results (PubChem BioAssay)
# Pin1 inh: inhibitors of human Pin1; Q13526; Pin1 FP peptide displacement, HiFluor488, 10 min; Potency, µM (doses to about 115 µM), without a hit: top-dose activity, negative = inhibition, usual class: inhibitors; actives 0.009% (n = 390,000); active means well fitted inhibition curve with a large enough effect in the polarisation, with a control signal flat, not every such curve was filed as active; inconclusive means small, poorly fitted or top-dose-only effect, or effect the other way, or a change in a side signal; inactive means no such curve, though single readings can be large or run the other way; the % refers to the polarisation; further: potency means the concentration at half of the fitted maximal effect; on the % scale 0 is the no-effect control and ±100 the full control effect
# Target sequence (Q13526 whole entry, looked up): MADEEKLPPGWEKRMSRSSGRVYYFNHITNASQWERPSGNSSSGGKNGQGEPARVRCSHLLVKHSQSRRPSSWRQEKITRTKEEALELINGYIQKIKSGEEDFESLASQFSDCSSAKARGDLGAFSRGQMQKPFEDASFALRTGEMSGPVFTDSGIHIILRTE
# GLS inhibitor: glutaminase GLS (human) inhibition; O94925; GLS enzymatic activity, qHTS titration; Potency, µM (highest dose often 45.5 µM), for inactives: at the top dose activity change, negative = inhibition, hits mostly inhibitors; actives 0.21% (n = 410,000); AID 624170; further: potency means the concentration at half of the fitted maximal effect; on the % scale 0 is the no-effect control and ±100 the full control effect
#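 hKGA in 45 mM KH2PO4 pH 8.2, 0.02% Tween-20 with pin-transferred compounds; 1 mM L-glutamine (stock) plus glutamate oxidase/HRP/Amplex Red coupling added. Fluorescence read initially and after 30 min at RT.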
# ERG-DNA inh: inhibitors of human ERG Ets domain-DNA interaction. actives 0.028% (n = 370,000). fluorescence polarization, His-ERG Ets domain / labelled DNA. Potency, µM (top dose mostly 76.9 µM), for inactives: at the top dose FP activity, negative = inhibition, most hits filed as inhibitors. P11308; active means well fitted inhibition curve with a large enough effect in the polarisation, with a control signal flat; inconclusive means small, poorly fitted or top-dose-only effect, or effect the other way, or a change in a side signal; inactive means no such curve, though single readings can be large or run the other way; the % refers to the polarisation;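 further: polarization taken with two DNA probes labelled with fluorescein and Texas red; potency means the concentration at half of the fitted maximal effect; % of control where 0% means no effect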
# Target sequence (P11308 whole entry, looked up, the tested form may be a part): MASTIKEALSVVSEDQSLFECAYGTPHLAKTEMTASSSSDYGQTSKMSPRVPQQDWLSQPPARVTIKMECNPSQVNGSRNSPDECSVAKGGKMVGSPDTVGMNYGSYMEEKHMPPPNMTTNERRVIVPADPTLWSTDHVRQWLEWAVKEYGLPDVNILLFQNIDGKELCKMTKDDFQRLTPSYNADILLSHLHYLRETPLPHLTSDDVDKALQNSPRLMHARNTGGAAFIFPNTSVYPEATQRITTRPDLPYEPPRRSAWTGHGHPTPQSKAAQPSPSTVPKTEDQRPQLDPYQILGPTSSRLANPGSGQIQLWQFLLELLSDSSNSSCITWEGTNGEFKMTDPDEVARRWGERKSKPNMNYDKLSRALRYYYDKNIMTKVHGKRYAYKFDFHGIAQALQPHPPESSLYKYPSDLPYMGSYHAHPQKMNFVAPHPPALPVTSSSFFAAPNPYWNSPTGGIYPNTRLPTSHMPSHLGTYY
#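 His-tagged ERG Ets domain (1 uM in the protein solution; 300mM KCl, 50mM Tris-HCl, 1mM EDTA, 1mM DTT, pH 7.5) received compound, then a probe mix of 5 nM fluorescein-DNA and 100nM Texas-615-DNA. Fluorescence polarization was read for both dyes.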
# JMJD2A Tudor inh: JMJD2A Tudor domain (human) inhibition; O75164; AlphaScreen JMJD2A-Tudor / H3K4me3 peptide binding; Potency, µM (titrated, usually from 114 µM), without a hit: at the top dose activity change, negative = inhibition, hits mostly inhibitors; actives 4.4% (n = 390,000); AID 504339; further: potency means the concentration at half of the fitted maximal effect; on the % scale 0 is the no-effect control and ±100 the full control effect; nearly all actives have a fitted effect of over 50% in size
# PI4K2A block: inhibitors of human PI4K2A; Q9BTU6; purified PI4K2A, ADP-Glo luminescence, 1 h; active compounds read low; activity change, negative = inhibition, % at 76.9 µM; actives 0.13% (n = 420,000); AID 1346378; in the data active means activity change below about -50%; inconclusive means mostly about -30% to -49%;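 further: -100% = wells without enzyme as full effect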
#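 Compounds are screened against recombinant PI4K2A using PI as substrate and ATP, the latter dispensed at 300 microM. Reactions run one hour at ambient temperature before ADP-Glo detection; full inhibition defined by wells lacking enzyme.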
# BAZ2B block: BAZ2B (human) inhibition; Q9UIF8; AlphaScreen BAZ2B-H3K14Ac peptide displacement; Potency, µM (doses to about 114 µM), inactives show at the top dose activity change, negative = inhibition, actives largely listed as inhibitors; actives 4.4% (n = 360,000); AID 504333; further: potency means the concentration at half of the fitted maximal effect; on the % scale 0 is the no-effect control and ±100 the full control effect; nearly all actives have a fitted effect of over 60% in size
#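 Complex of BAZ2B and biotin-H3K14Ac (50 nM apiece) forms over 30 min at RT, then faces library compounds up to 110 uM for another 30 min; AlphaScreen beads added, 20 min dark incubation, luminescence read.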
# G9a inh: G9a (human) methyltransferase inhibition; Potency, µM (titrated, usually from 102 µM), inactives show top-dose activity, negative = inhibition, hits mostly inhibitors; G9a H3K9 monomethylation, AlphaScreen, 2 h; AID 504332; actives 8.8% (n = 350,000); further: potency means the concentration at half of the fitted maximal effect; on the % scale 0 is the no-effect control and ±100 the full control effect; nearly all actives have a fitted effect of over 75% in size
#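 AlphaScreen detection with an anti-monomethyl H3K9 antibody quantified product after a 2 h room-temperature reaction containing 500 nM biotinylated H3K9 peptide, 20 µM SAM and 20 nM enzyme, which had been preincubated 15 min with compound.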
# Tb PGK inh: blocks T. brucei phosphoglycerate kinase; PGK/GAPDH coupled, Kinase-Glo luminescence, 60 min; actives 0.043% (n = 380,000); Potency, µM (titrated, usually from 57.5 µM), inactives show top-dose activity change, negative = inhibition, hits mostly inhibitors; further: potency means the concentration at half of the fitted maximal effect; on the % scale 0 is the no-effect control and ±100 the full control effect; nearly all actives have a fitted effect of over 60% in size
#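 Recombinant glycosomal PGK reaction used 1,3-bisphosphoglycerate generated in-well by GAPDH (100nM final) in 100mM TEA pH 7.6, 5mM MgCl2, 0.01% Tween-20. After 60 minutes at room temperature, ATP was read by Kinase-Glo Plus luminescence end-point.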
# HP1b chromo inh: inhibitors of HP1-beta chromodomain binding to methylated histone tails; AID 540317; P83916; actives 0.56% (n = 390,000); Potency, µM (titrated, usually from 114 µM), for the others: at the highest dose activity change, negative = inhibition, actives largely listed as inhibitors; AlphaScreen HP1-beta / biotin-H3K9me3 peptide binding; further: potency means the concentration at half of the fitted maximal effect; nearly all actives have a fitted effect of over 70% in size; inactives centre near 23
# Target sequence (P83916 whole entry, looked up): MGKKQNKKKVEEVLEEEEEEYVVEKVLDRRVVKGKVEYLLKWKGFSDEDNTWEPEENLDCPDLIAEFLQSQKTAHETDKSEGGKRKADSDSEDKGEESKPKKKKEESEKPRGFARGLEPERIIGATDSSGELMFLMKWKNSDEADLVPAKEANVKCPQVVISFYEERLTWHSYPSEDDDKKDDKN
#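 Compound inhibition of the preformed complex between 50 nM HP1-beta and 50 nM biotinylated H3K9me3 peptide was read by AlphaScreen. Buffer was PBS pH 7.4 with 0.01% Tween-20. Incubations ran 30 min at room temperature, with 10 ug/mL donor/acceptor beads.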
# Numbers without * were called inactive; i = inactive; ? = inconclusive; · = not tested or not shown; [ ] = remark or other dose. Unless noted, the call rests on the fitted dose curve; in most records, active means well fitted curve in the direction sought with a large enough effect; inconclusive means small, poorly fitted or top-dose-only effect, or another doubt; inactive means no such curve, though single readings can be large; an effect the other way counts as inactive or inconclusive.
Pin1 inh,GLS inhibitor,ERG-DNA inh,JMJD2A Tudor inh,PI4K2A block,BAZ2B block,G9a inh,Tb PGK inh,HP1b chromo inh,SMILES
1.1%,0.0%,-11.5%,-0.7%,-1.8,0.1%,3.0%,i,26.0%[57 µM],CN(CCc1ccccn1)C(=O)CCC1CCCN(C(=O)c2c3c(nn2C)CCCC3)C1 (stereo unspecified)
-0.3%,9.2%,3.4%,-11.4%,-1.2,4.6%,31.3%[59 µM],7.8%,19.1%[57 µM],COc1ccc(-c2nc(SCC(=O)NCc3ccccc3Cl)n[nH]2)cc1
7.7%,4.3%,13.9%,-32.7%,6.5,?,6.6%,-9.7%,1.6%,Cn1c(NCc2ccco2)nc2c1c(=O)n(Cc1ccc(Cl)c(Cl)c1)c(=O)n2C
3.4%,-5.1%,-10.8%,-7.1%[57.1 µM],4.7,-1.4%,26.7%[59 µM],-7.6%,24.5%,CCCc1nc2ccccc2n1CCOC
-0.3%,-4.0%,-3.4%,?,9.2,-8.8%,-3.0%[0.501 µM],i,19.2%,COc1ccc(C(=O)C2CCCN(C(=O)c3csc(C(C)=O)c3)C2)c(C)c1 (stereo unspecified)
6.1%,32.5%,12.7%,-7.6%,-3.5,-4.1%,50.1µM*,-2.2%,17.9%,Cc1ccc(C(=O)Oc2oc(-c3ccco3)nc2C=Nc2ccc(Cl)cc2)cc1
2.0%,-3.4%,-1.9%,-19.9%,-0.2,-35.3%,-12.2%[59 µM],?,-5.6%,O=C(NC(=S)Nc1ccccc1)c1cccs1
-2.0%,8.4%,0.0%,0.8%,0.5,0.7%,4.1%[59 µM],10.4%,22.1%,CCOC(=O)c1cc(-c2ccc(C#N)cc2)nc2c1c(C)nn2CCC#N
0.4%,?,-0.4%,50.1µM*,-2.4,-25.3%,-11.2%[59 µM],-9.6%,-2.1%,Cc1ccc2c(c1)C(c1ccccc1)N(C(=O)c1ccc(S(=O)(=O)N3CCOCC3)cc1)CC(=O)N2 (stereo unspecified)
12.2%,15.1%,2.6%,-7.1%,-3.2,-3.9%,29.8%,0.4%,16.8%,CCc1nnc(NC(=O)CSc2nnc(-c3ccc(NS(=O)(=O)c4ccccc4)cc3)o2)s1
11.2%,3.1%,5.7%,-13.5%,1.9,-1.1%,9.6%[12.7 µM],7.0%,11.9%,Cc1ccc(S(=O)(=O)NCCC(=O)N2CCN(C/C=C/c3ccccc3)CC2)cc1
-10.7%,4.4%,-1.3%,-28.4%,0.4,?,-43.3%[59 µM],-4.3%,-2.8%,COC(=O)c1ccc(C)c(-n2c(C)cc(C=O)c2C)c1
-2.7%,-0.6%,-6.7%,-19.7%,0.7,-2.5%,?,-1.5%,13.0%,O=C(Nc1cc(F)ccc1F)c1cccc(-n2cnnn2)c1
-5.2%,-6.6%,4.4%,-13.7%,7.7,-12.1%,-1.3%[59 µM],-0.8%,40.4%[activator],CCN1CCc2nc3ccccc3c(C(=O)Nc3ccc(F)cc3)c2C1
-1.5%,4.1%,-10.8%,-12.6%,-2.0,-10.5%,8.1%[59 µM],i,27.6%,CCN(CC)CCn1c(SCC(=O)NCc2ccccc2)nc2c(sc3ccccc32)c1=O
-8.4%,-9.2%,8.4%,-17.4%,4.3,-19.7%,?,-9.7%,20.2%,Cn1ccnc1SCC(=O)c1ccc(O)cc1
-3.8%,-1.6%,6.1%,?,-0.6,-25.1%,·,i,17.1%,C/C(=N\NC(=O)c1ccc(C(=O)N/N=C(\C)c2ccco2)o1)c1ccco1
-7.5%,-2.5%,-9.0%,3.0%,-4.6,-2.0%,17.8%,0.3%,31.1%,CCC(Oc1ccccc1OC)C(=O)Nc1ccc2c(c1)OCCO2 (stereo unspecified)
3.2%,10.4%,1.0%,43.7%[activator],-0.6,-5.6%,35.5µM*,6.8%,15.5%,COC(=O)c1sc(=S)n(-c2ccccc2OC)c1N
1.0%,3.8%,8.1%,-10.7%,0.5,4.4%,12.0%[59 µM],0.2%,36.3%[activator],CCc1ccc(-n2nc(CO)c(C(=O)NCCc3ccccc3)n2)cc1
5.8%,4.5%,3.3%,-30.7%,-0.7,?,5.8%,-0.9%,27.0%,Cc1ccc(C)c(N2CCN(C(=O)c3ccc4c(=O)n5c(nc4c3)CCCCC5)CC2)c1
0.0%,5.2%,10.1%,-8.8%,-1.5,7.4%,0.5%[59 µM],-11.0%,54.4%[activator],CCCn1ccc2c(OCC(=O)Nc3cc(C)ccc3C)cccc2c1=O
-8.1%,15.4%,12.9%,-8.4%,-2.6,-37.7%,?,i,25.2%,COc1ccc(N2CCN(CCNC(=O)Nc3cccc(C)c3C)CC2)cc1
6.0%,-7.1%,-1.4%,-21.8%,3.0,-25.2%,9.2%,i,20.0%,O=C(c1ccccc1Br)N1CCN(Cc2ccc3c(c2)OCO3)CC1

# Arranged by the number under PI4K2A block (high to low): some entries from above
Pin1 inh,GLS inhibitor,ERG-DNA inh,JMJD2A Tudor inh,PI4K2A block,BAZ2B block,G9a inh,Tb PGK inh,HP1b chromo inh,SMILES
-3.8%,-1.6%,6.1%,?,-0.6,-25.1%,·,i,17.1%,C/C(=N\NC(=O)c1ccc(C(=O)N/N=C(\C)c2ccco2)o1)c1ccco1
1.1%,0.0%,-11.5%,-0.7%,-1.8,0.1%,3.0%,i,26.0%[57 µM],CN(CCc1ccccn1)C(=O)CCC1CCCN(C(=O)c2c3c(nn2C)CCCC3)C1 (stereo unspecified)
0.4%,?,-0.4%,50.1µM*,-2.4,-25.3%,-11.2%[59 µM],-9.6%,-2.1%,Cc1ccc2c(c1)C(c1ccccc1)N(C(=O)c1ccc(S(=O)(=O)N3CCOCC3)cc1)CC(=O)N2 (stereo unspecified)
12.2%,15.1%,2.6%,-7.1%,-3.2,-3.9%,29.8%,0.4%,16.8%,CCc1nnc(NC(=O)CSc2nnc(-c3ccc(NS(=O)(=O)c4ccccc4)cc3)o2)s1

# The list continues.
Pin1 inh,GLS inhibitor,ERG-DNA inh,JMJD2A Tudor inh,PI4K2A block,BAZ2B block,G9a inh,Tb PGK inh,HP1b chromo inh,SMILES
-0.8%,0.7%,-1.1%,-14.8%,2.7,-6.6%,-0.5%[59 µM],-1.1%,25.1%,COC(=O)C(CCSC)NC(=O)c1cc2c(n(-c3ccc(OC)cc3)c1=O)CC(C)(C)CC2=O (stereo unspecified)
-4.1%,-0.2%,-3.9%,-3.0%,-5.8,-2.7%,22.4%,-6.9%,42.4%[activator],COc1ccc(NC(=O)CS(=O)c2cccc(Cl)c2)cc1 (stereo unspecified)
7.5%,42.8%[activator],9.0%,-29.6%,-14.0,-17.8%,4.6%,-9.0%,25.8%[57 µM],COc1cccc(-c2c(C(=O)N/N=C(\C)c3ccco3)nnn2-c2nonc2N)c1
-21.3%,18.1%,6.1%,?,3.9,-28.6%,?,-3.5%,33.9%,C1=C(c2ccccc2)Nc2nnnn2C1
5.8%,-1.4%,-20.0%,-5.6%,-2.2,·,79.4µM*,-8.5%,25.9%,Cc1cc(C)nc(NS(=O)(=O)c2ccc(NC(=O)CSc3nc(-c4ccccc4)c(C#N)c(=O)[nH]3)cc2)n1
-7.5%,5.2%,-2.9%,-15.4%,0.3,-14.5%,22.9%[12.7 µM],1.4%,8.7%,CSc1cccc(NS(=O)(=O)c2ccc(C(C)=O)cc2)c1
-4.8%,-10.3%,10.1%,8.6%,4.1,2.1%,17.3%[12.7 µM],-9.6%,34.2%,COC(=O)[C@H](CCSC)NS(=O)(=O)c1ccccc1Br
-1.6%,4.4%,1.7%,-18.9%,0.2,-12.6%,·,-5.1%,28.8%,CCn1c(SCc2ccccc2)nc2cc(OC)c(OC)cc2c1=O
1.2%,-12.6%,5.6%,-17.6%,-2.6,0.8%,-28.5%[59 µM],4.1%,29.3%,Cc1ccccc1CN1C(=O)C(O)(CC(=O)c2ccccc2)c2cc(Cl)ccc21 (stereo unspecified)
-1.4%,-6.5%,-8.8%,-33.1%,1.6,-4.4%,27.2%,-2.7%,4.5%,O=C1CCc2cc(S(=O)(=O)N3CCC(C(=O)Nc4nccs4)CC3)ccc2N1
74.2%[activator],7.8%,2.0%,-6.6%,-0.6,-38.5%,-13.2%[59 µM],i,54.7%[activator],COc1ccc(NC(=O)CSCc2cnn(-c3ccccc3)c2-n2cccc2)cc1
8.5%,1.6%,-1.3%,1.8%,-10.9,4.3%,6.5%[59 µM],-18.7%,22.3%,Cn1c(=O)oc2cc(S(=O)(=O)N3CCOCC3)ccc21
-2.4%,37.4%[activator],9.5%,-11.6%,-3.8,-36.4%,?,-9.4%,20.0%,CCOC(=O)c1ccc(CC2S/C(=C(\C#N)C(C)=O)NC2=O)cc1 (stereo unspecified)
-0.6%,-16.0%,-10.7%,-6.2%,0.9,-13.2%,-4.3%[59 µM],9.8%,44.1%[activator],CCOC(=O)c1c(C)[nH]c(C)c1S(=O)(=O)N1CCCC(C(=O)Nc2cc(C)ccc2C)C1 (stereo unspecified)
-1.9%,5.3%,-7.3%,-6.1%,-3.1,-7.8%,14.7%,3.6%,32.1%,Cc1[nH]c(C)c(S(=O)(=O)N2CCC(C)CC2)c1C(=O)N1CCCC1
-7.9%,4.3%,2.9%,?,5.5,?,-2.9%,-3.6%,20.2%,N#C/C(=C\c1ccc(Cl)cc1)c1n[nH]c(Cn2cncn2)n1
